Compound activity deposited in PubChem BioAssay by several laboratories.
Rac1 GTP hydrolysis – MgcRacGAP GTPase-activating activity inhibitors, confirmation, biochemical, ADP Hunter fluorescence; MgcRacGAP-stimulated Rac1 GTP hydrolysis, ADP Hunter fluorescence; higher % means a stronger effect; GST-tagged Rac1 F28L mutant substrate; inhibition, % at 30 µM, or IC50 in µM where a hit was titrated; hit rate 0.6% among 340,000;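 active = first-screen hits whose inhibition reached a set limit at any dose in the follow-up dose series; inconclusive = inhibition above the set first-screen limit but never retested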;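 note: fluorescence reports GDP produced by GAP-driven GTP hydrolysis; strong numbers were not always called active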
Large T inhibition – SV40 large T antigen inhibitors, biochemical (AID 1903) | SV40 large T antigen ATPase/helicase inhibition assay; higher % means a stronger effect | one-dose inhibition, % at 20 µM; IC50 in µM for titrated hits | hit rate 0.39% among 310,000; in the data active = a potency from the dose series; inconclusive = inhibition mostly from about 32% at the one dose, without a potency; inactive = the rest, 99 in 100 with inhibition below about 32%; note: strong numbers were not always called active
RSV CPE inhibition – RSV antiviral activity via CPE protection, HEp-2 cells, primary 10 µM value included (AID 2391) | HEp-2 cells, RSV-induced CPE inhibition; higher % means a stronger effect | one-dose CPE inhibition, % at 10 µM; IC50 in µM for titrated hits | hit rate 0.13% among 310,000; in the data active = a potency from the dose series; inconclusive = CPE inhibition mostly from about 23% at the one dose, without a potency; inactive = the rest, 99 in 100 with CPE inhibition below about 21%; note: strong numbers were not always called active
HIV fusion peptide – inhibitors of HIV fusion peptide binding, primary screen, biochemical, uHTS, fluorescence dequenching (AID 1986); cell-free peptide binding, fluorescence dequenching, 30 min; higher % means a stronger effect; hit rate 0.3% among 290,000; one-dose inhibition, % at 20 µM; IC50 in µM for titrated hits; in the data active = inhibition mostly above about 52%, no sharp cut-off; inactive = mostly below about 76%; note: some results filed as inactive read as strong as hits
NS5 inhibitors – Dengue-2 NS5 methyltransferase inhibitors, primary screen, biochemical, confirmation dose response (AID 588689); Dengue-2 NS5 methyltransferase capping enzyme assay, biochemical; higher % means a stronger effect; inhibition, % at 25 µM, or IC50 in µM where a hit was titrated; Genome polyprotein (Dengue virus type 2 (strain 16681-PDK53)); hit rate 0.3% among 340,000; in the data active = a potency from the dose series; inconclusive = inhibition above about 29% without an active follow-up result
UTI89 phage lysis – inhibition of K1F phage lysis, E. coli UTI89, bacterial capsule biogenesis inhibitors, alamar blue (AID 488966). E. coli UTI89 K1F phage lysis, alamar blue, 2 h; higher % means a stronger effect. inhibition, % at 100 µM, or IC50 in µM where a hit was titrated. hit rate 0.02% among 340,000;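 active = phage lysis inhibition, versus mean bacterial control, above a set limit; inconclusive = no clear call, values can overlap the other calls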;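 note: capsule biogenesis inhibitors block K1F phage lysis so surviving cells raise fluorescence; higher fluorescence means more inhibition of phage lysis; actives were called in the ten point dose series up to 300 µM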
GPR55 antagonists – GPR55 antagonists blocking LPI-driven arrestin recruitment, primary screen, imaging, U2OS, beta-arrestin-GFP, LPI agonist (AID 2013) | U2OS GPR55 beta-arrestin-GFP translocation imaging, LPI antagonism; higher % means a stronger effect | inhibition, % at 10 µM; hits with a dose series show IC50 in µM | hit rate 0.13% among 290,000;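 active = spots per cell inhibited over 60%, with over 100 cells counted and total cytoplasm intensity under 500,000; inconclusive = wells with under 100 cells, flagged as likely toxic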;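 note: U2OS cells stably carrying GPR55 and arrestin-GFP stimulated by 5 µM LPI near EC80; imaged beta-arrestin-GFP aggregate spots per cell after agonist stimulation; plate controls were LPI-stimulated DMSO wells for no effect and DMSO wells without LPI for full effect; some results filed as inactive read as strong as hits; confirmed hits need IC50 under 10 µM and bright autofluorescent wells are also inconclusive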
PhoP inhibition – inhibitors of PhoP regulon expression, primary screen, Salmonella Typhimurium, GFP reporter (AID 1863); S. Typhimurium PhoP-regulated promoter GFP reporter, 4 h; higher % means a stronger effect; inhibition, % at 50 µM; hits with a dose series show IC50 in µM; hit rate 0.16% among 300,000;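 active = inhibition over 29.93%, a cutoff 3 SD above the screen mean, later confirmed by dose response; inconclusive = inhibition over 29.93% but no dose response follow-up; inactive = inhibition at most 29.93% or unconfirmed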;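 note: 0% = low Mg2+ inducing control and 100% = high Mg2+ repressing control; strong numbers were not always called active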
GPR35 antagonists – GPR35 antagonists blocking zaprinast-driven arrestin recruitment, primary screen, imaging, U2OS, beta-arrestin-GFP, zaprinast agonist (AID 2058); U2OS GPR35 beta-arrestin-GFP translocation imaging, zaprinast antagonism; higher % means a stronger effect; inhibition, % at 10 µM; hits with a dose series show IC50 in µM; hit rate 0.052% among 290,000;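 active = inhibition of at least 50% with at least 30 cells and total cytoplasm GFP at most 10,000,000; inconclusive = under 30 cells or total GFP of 10,000,000 plus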
Active calls of the source: *; ? = inconclusive; . = no result given; [ ] = another dose, or the depositor's remark.

SMILES	Rac1 GTP hydrolysis	Large T inhibition	RSV CPE inhibition	HIV fusion peptide	NS5 inhibitors	UTI89 phage lysis	GPR55 antagonists	PhoP inhibition	GPR35 antagonists
O=c1[nH]c(SCc2nc3c(cnn3-c3ccccc3)c(=O)[nH]2)nc2ccccc12	-1%	-4%	.	6.5%	?	0.4%	-4%	-9%	-5%
Cc1ccc(-n2c3c(c(O)c(-c4ccccc4)c2=O)C(=O)CC(C)(C)C3)cc1	8%	2%	2.4%	-2.1%	-6%	0.1%	14%	-29%	-3%
COc1cc(CCCN2C(N)=NC[C@@H]2Cc2ccccc2)cc(OC)c1OC	13%	6%	0.3%	-1.8%	1%	3.1%	-2%	4%	3%
CCOc1ccc(NC(=O)c2cc3n(n2)C(C(F)(F)F)CC(c2ccco2)N3)cc1 (centres undefined)	7%	-5%	0.6%	0.0%	5%	-0.1%	-2%	-1%	22%
O=C(NCCc1cn[nH]c1)C1CCC(=O)N(CCc2cccc(F)c2)C1 (centres undefined)	11%	4%	0.4%	1.8%	-3%	0.2%	-10%	-4%	15%
Nc1cc(C(=O)OCC(=O)NCC2CCCO2)ccc1Cl (centres undefined)	3%	0%	1.6%	56%	-13%	-0.3%	2%	-1%	0%
COc1cccc(CNC(=O)CN2C(=O)COc3ccc(S(=O)(=O)N4CCOCC4)cc32)c1	-5%	2%	1.3%	0.1%	3%	0.0%	-12%	6%	3%
Cc1ccc(C)c(S(=O)(=O)N2CCN(Cc3ccc(O)c4ncccc34)CC2)c1	7%	11%	-3.2%	1.8%	-6%	1.1%	20%	3%	-26%
CCOC(=O)c1cc2occc2n1Cc1c(F)cccc1Cl	5%	11%	6.6%	5.3%	-16%	3.9%	-8%	6%	4%
COCCNc1c2c(c(C#N)c3nc4ccccc4n13)CCCC2	7%	9%	2.9%	1.4%	-7%	-8.9%	-4%	-4%	-7%
Cc1noc(NS(=O)(=O)c2ccc(NC(=O)CCN3C(=O)c4ccccc4C3=O)cc2)c1C	0%	12%	-1.8%	-0.9%	-1%	0.4%	12%	-2%	-2%
CCOC(=O)C1=C(C)N(C)C(C)=C(C(=O)OCC)C1c1ccccn1	10%	3%	1.4%	-1.0%	-6%	1.1%	8%	10%	6%
CCOC(=O)N1CCC(N2CCN(S(=O)(=O)c3ccc4ccccc4c3)CC2)CC1	151µM*	10%	5.8%	8.0%	-7%	5.9%	4%	7%	9%
CCCCN1C(=O)c2ccc(C(=O)OCC(=O)N3CCN(c4ccccc4)CC3)cc2C1=O	6%	.	0.8%	.	-7%	0.3%[50 µM]	.	.	.
CCOC(=O)Cn1ccc(O)c(Cc2ccc(Cl)cc2Cl)c1=O	8%	-2%	1.1%	1.0%	-14%	0.6%	45%	-6%	-8%
CC(C)CCNC(=O)CSc1nc2ccccc2s1	8%	2%	-0.2%	-0.8%	-5%	1.4%	-7%	-9%	-5%
CCS(=O)(=O)N1CCN(S(=O)(=O)c2ccc3c(c2)OCCO3)CC1	4%	-16%	7.1%	3.1%	-6%	0.0%	7%	7%	-1%
O=C(Nc1ccccc1C(=O)NC1CCCC1)NC1CCCC1	9%	21%	-0.5%	-3.1%	-13%	0.2%	8%	3%	4%
CC1(C)CC(=O)C(C(O)c2ccc([N+](=O)[O-])cc2)C(C)(C)N1 (centres undefined)	10%	6%	0.7%	-0.6%	-1%	0.3%[50 µM]	12%	11%	-7%
CC(C)(C)C(=O)NC(=S)NCCc1ccccc1	5%	-3%	2.6%	1.3%	-3%	1.5%	-10%	-4%	14%
OCCN1CCN(c2nc(-c3ccccc3)c3cc(Br)ccc3n2)CC1	0%	4%	4.5%	0.7%	-8%	-0.2%[50 µM]	-9%	-1%	3%
Cc1[nH]n(-c2ccccc2)c(=O)c1N=Nc1ccc(C#N)cc1	6%	8%	2.3%	0.5%	-6%	0.1%	0%	-4%	-5%
COc1ccccc1-c1n[nH]c(=S)n1N	6%	8%	0.2%	-0.2%	-7%	0.0%	-4%	3%	-4%
COc1ccc(-c2nc(N)n(C(=O)c3ccccc3)n2)cc1	-5%	6%	.	-1.9%	-2%	0.9%	0%	-3%	-21%
Cc1ccc(S(=O)(=O)NCCNc2ccc([N+](=O)[O-])cc2)cc1	5%	0%	7.4%	-1.4%	6%	2.2%[50 µM]	15%	2%	24%

Single records (already shown):
O=C(Nc1ccccc1C(=O)NC1CCCC1)NC1CCCC1 as listed: Rac1 GTP hydrolysis = 9%; Large T inhibition = 21%; RSV CPE inhibition = -0.5%; HIV fusion peptide = -3.1%; NS5 inhibitors = -13%; UTI89 phage lysis = 0.2%; GPR55 antagonists = 8%; PhoP inhibition = 3%; GPR35 antagonists = 4%
O=c1[nH]c(SCc2nc3c(cnn3-c3ccccc3)c(=O)[nH]2)nc2ccccc12 as listed: Rac1 GTP hydrolysis = -1%; Large T inhibition = -4%; RSV CPE inhibition = .; HIV fusion peptide = 6.5%; NS5 inhibitors = ?; UTI89 phage lysis = 0.4%; GPR55 antagonists = -4%; PhoP inhibition = -9%; GPR35 antagonists = -5%

Back to the main list, repeating the 2 entries before the break.
SMILES	Rac1 GTP hydrolysis	Large T inhibition	RSV CPE inhibition	HIV fusion peptide	NS5 inhibitors	UTI89 phage lysis	GPR55 antagonists	PhoP inhibition	GPR35 antagonists
COc1ccc(-c2nc(N)n(C(=O)c3ccccc3)n2)cc1	-5%	6%	.	-1.9%	-2%	0.9%	0%	-3%	-21%
Cc1ccc(S(=O)(=O)NCCNc2ccc([N+](=O)[O-])cc2)cc1	5%	0%	7.4%	-1.4%	6%	2.2%[50 µM]	15%	2%	24%
Cc1ccc(C)c(N2CCN(C(=O)CCNC(=O)Cn3ccc4ccccc4c3=O)CC2)c1	2%	-2%	3.1%	-2.9%	-3%	0.1%	-10%	8%	7%
O=C1CC(N2CCC(c3nc4ccccc4o3)CC2)C(=O)N1c1ccc(Cl)c(C(F)(F)F)c1 (centres undefined)	7%	-5%	4.2%	1.4%	3%	3.0%	9%	9%	19%
O=S(=O)(c1ccc(Cl)c(NC(=S)N/N=C/c2c(F)cccc2F)c1)N1CCOCC1	9%	2%	1.7%	0.4%	-5%	0.4%	5%	1%	-4%
CCc1ccc(NC(=O)CN2C(=O)CSC2=O)cc1	5%	-31%	1.5%	-0.4%	-5%	3.6%	6%	-3%	-9%
O=C(CN1C(=O)/C(=C\c2cccc(Cl)c2)Sc2ccccc21)NCCCN1CCOCC1	5%	2%	-1.9%	-1.3%	-6%	0.2%	-16%	6%	-1%
CC1CN(C(=O)COC(=O)[C@@H]2CC(O)CN2S(=O)(=O)c2ccc3c(c2)OCCO3)CC(C)O1 (some centres undefined)	5%	18%	2.2%	-0.6%	-1%	2.7%	16%	-3%	-1%
CCC(C)c1ccc(O)c(NC(=S)NC(=O)c2cccnc2)c1 (centres undefined)	.	10%	3.6%	-1.6%	0%	2.6%	2%	-3%	7%
O=C1c2ccccc2C(=O)N1CCCCN(C(=O)c1ccco1)c1ccc(Cl)cc1	6%	9%	12µM*	0.5%	-1%	-0.1%	6%	-8%	-9%
O=C(Nc1ccc2c(c1)OCCO2)c1cnn(-c2ccccc2)n1	1%	.	1.5%	.	1%	0.1%[50 µM]	.	.	.
COc1cc(C2C(C#N)=C(N)Oc3cc(N)ccc32)cc(OC)c1OC (centres undefined)	11%	4%	1.8%	13%	-6%	0.0%	-35%	-3%	-7%
CC(NC(=O)c1ccc(Cl)s1)C1CCCO1 (centres undefined)	7%	-3%	-1.4%	-2.3%	-5%	6.8%	-6%	8%	-8%
O=C(CCC(=O)Nc1ccc(F)cc1)N/N=C/c1c[nH]c2ccccc12	0%	23%	3.0%	-0.1%	-1%	0.3%	1%	10%	22%
O=C(CCS(=O)(=O)c1ccc(Br)s1)N1CCc2ccccc21	5%	4%	0.9%	-1.3%	5%	-0.8%	16%	-11%	-14%
COCC(=O)OCc1cc2cccc(C)c2[nH]c1=O	10%	12%	1.8%	-1.3%	-5%	0.0%[50 µM]	-1%	-4%	4%
CCOc1ccccc1C(=O)Nc1nnc(CC)s1	5%	5%	4.4%	-0.7%	-3%	2.0%	8%	-3%	-20%
COc1ccc(C2C(C(C)=O)=C(C)Nc3ncnn32)c(OC)c1OC (centres undefined)	8%	19%	-0.9%	-0.8%	-7%	0.4%	0%	5%	15%
COc1ccc(CS(=O)c2nc(C)cc(C)c2S(C)(=O)=O)cc1 (centres undefined)	3%	3%	2.3%	-0.2%	-3%	2.2%	1%	-1%	-4%
Cc1ccc2nc(NC(=S)NC(=O)c3cccs3)sc2c1	12%	2%	9.8%	8.0%	-2%	0.2%	15%	-4%	-4%
OCCN(CC#CC(O)(c1ccccc1)c1ccccc1)CCO	8%	7%	0.9%	-0.8%	1%	0.9%	-1%	-11%	2%
O=C(COc1ccc2ccc(=O)oc2c1)NC1CCCC1	4%	22%	0.7%	0.3%	-7%	0.4%	13%	5%	12%
Cc1ccc(NC(=O)N2CCc3ccccc32)cc1C	16%	24%	3.5%	-0.1%	-8%	0.3%	19%	0%	-8%
CC(=O)N1CCN(C(=O)Nc2cccc(C(F)(F)F)c2)CC1	4%	5%	1.2%	2.4%	2%	1.0%	2%	5%	2%
CC(C)Oc1ccc(C(=O)Nc2nc3ccccc3[nH]2)cc1	9%	25%	15%	-0.3%	-3%	-1.0%	2%	5%	7%
Cc1cc(C)cc(NC(=O)c2snc3c(=O)[nH]cnc23)c1	.	5%	.	2.5%	.	.	28%	6%	12%
O=C(/C=C\c1ccc2c(c1)OCO2)Nc1nnc(SCC(=O)OCc2ccccc2)s1	.	8%	1.0%	1.2%	.	.	0%	-1%	-3%
COC(=O)[C@H](CCSC)NC(=O)Cn1ccc(NC(=O)OCc2ccccc2)nc1=O	5%	.	-0.1%	.	-6%	-0.3%	.	.	.

Entries above that bear a hit mark in Rac1 GTP hydrolysis:
mol | Rac1 GTP hydrolysis | Large T inhibition | RSV CPE inhibition | HIV fusion peptide | NS5 inhibitors | PhoP inhibition | GPR35 antagonists
CCOC(=O)N1CCC(N2CCN(S(=O)(=O)c3ccc4ccccc4c3)CC2)CC1 | 151µM* | 10% | 5.8% | 8.0% | -7% | 7% | 9%
